MrgX1 ag = agonists of human MrgX1 receptor | Q96LB2 | B-score at 10 µM | MrgX1-HEK293 cells, Fluo-4 calcium fluorescence, agonist mode; stronger effect = higher value | 310,000 compounds, 0.44% hits;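 active = calcium response B-score plate-corrected fluorescence ratio at least 3 library SD, with starting fluorescence B-score inside 5 SD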
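Material: MrgX1-expressing HEK293 cells / Dosing: compound as first of three additions / Incubation: overnight seeding, then 1 h dark dye loading / Signal: Fluo-4 NW calcium fluorescence / Evaluation: B-scored fluorescence response ratio / Benchmarks: positive and negative control wells on each plate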
TRPC4 potent = TRPC4 (mouse) allosteric potentiation. AID 2227. HEK293 TRPC4beta/mu-opioid, DAMGO EC20, Fluo-4 Ca2+ flux; stronger effect = higher value. 310,000 compounds, 0.42% hits. B-score at 10 µM. Q9QUQ5;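 active = B-score of calcium response area above 5 SD of library B-scores, with initial fluorescence ratio within 5 SD of library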;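 also: B-score of integrated fluorescence ratio over time as area under calcium response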
MrgX1 antag = antagonists of human MrgX1 receptor. Q96LB2. MRGX1-HEK293 calcium flux, Fluo-4, BAM8-22 antagonism; stronger effect = lower value. B-score at 10 µM. 310,000 compounds, 1.3% hits. AID 588676;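 active = calcium-response B-score plate-corrected more than 3 library SD below zero, starting fluorescence within 5 deviations, no agonist response on first addition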;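 also: peak minus trough fluorescence over baseline after final BAM8-22 challenge near maximal dose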
PolyA inhibitor = yeast polyadenylation inhibition. S. cerevisiae SKY197-pL101 polyadenylation reporter, beta-gal luminescence; efflux-impaired pdr1/pdr3 knockout yeast; score 100 = 6 SD above DMSO. calls only at 12 µM. AID 1875. 300,000 compounds, 0.02% hits;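 active = lowest replicate activity score at least 50, where 100 means six control SD above control mean; inconclusive = lowest score under 50 but half or more replicates reach 50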;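 also: yeast exposed to compound for 9 h at 30 °C; higher score means more reporter readthrough which indicates perturbed polyadenylation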
TRPC4 agonist = activators of mouse TRPC4 channel | Q9QUQ5 | HEK293 TRPC4beta/mu-opioid, Fluo4 calcium fluorescence; stronger effect = higher value | B-score at 10 µM | 310,000 compounds, 0.49% hits | AID 2237;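 active = B-score above 5 SD of library B-scores, and initial fluorescence ratio not above library mean plus 5 SD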;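 also: positive B-score marks a calcium rise read as TRPC4 activation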
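Assay system – TRPC4beta and mu-opioid receptor HEK293 stable cells · Measured by – Fluo4 fluorescence, kinetic · Schedule – dye loading 45 min room temperature, 110 s kinetic read · Read-out – B-scored integrated calcium fluorescence ratio · Controls – buffer and maximal DAMGO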
TRPC6 activator = activates the mouse TRPC6 cation channel | 310,000 compounds, 0.13% hits | AID 2550 | Q61143 | B-score at 10 µM | HEK293-TRPC6 membrane potential dye fluorescence; stronger effect = higher value;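 active = B-score of the integrated fluorescence ratio above library mean plus 3 SD, and starting fluorescence ratio within library mean plus 5 SD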;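 also: higher score means more depolarization so channel activation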
Target sequence (Q61143 whole entry, looked up): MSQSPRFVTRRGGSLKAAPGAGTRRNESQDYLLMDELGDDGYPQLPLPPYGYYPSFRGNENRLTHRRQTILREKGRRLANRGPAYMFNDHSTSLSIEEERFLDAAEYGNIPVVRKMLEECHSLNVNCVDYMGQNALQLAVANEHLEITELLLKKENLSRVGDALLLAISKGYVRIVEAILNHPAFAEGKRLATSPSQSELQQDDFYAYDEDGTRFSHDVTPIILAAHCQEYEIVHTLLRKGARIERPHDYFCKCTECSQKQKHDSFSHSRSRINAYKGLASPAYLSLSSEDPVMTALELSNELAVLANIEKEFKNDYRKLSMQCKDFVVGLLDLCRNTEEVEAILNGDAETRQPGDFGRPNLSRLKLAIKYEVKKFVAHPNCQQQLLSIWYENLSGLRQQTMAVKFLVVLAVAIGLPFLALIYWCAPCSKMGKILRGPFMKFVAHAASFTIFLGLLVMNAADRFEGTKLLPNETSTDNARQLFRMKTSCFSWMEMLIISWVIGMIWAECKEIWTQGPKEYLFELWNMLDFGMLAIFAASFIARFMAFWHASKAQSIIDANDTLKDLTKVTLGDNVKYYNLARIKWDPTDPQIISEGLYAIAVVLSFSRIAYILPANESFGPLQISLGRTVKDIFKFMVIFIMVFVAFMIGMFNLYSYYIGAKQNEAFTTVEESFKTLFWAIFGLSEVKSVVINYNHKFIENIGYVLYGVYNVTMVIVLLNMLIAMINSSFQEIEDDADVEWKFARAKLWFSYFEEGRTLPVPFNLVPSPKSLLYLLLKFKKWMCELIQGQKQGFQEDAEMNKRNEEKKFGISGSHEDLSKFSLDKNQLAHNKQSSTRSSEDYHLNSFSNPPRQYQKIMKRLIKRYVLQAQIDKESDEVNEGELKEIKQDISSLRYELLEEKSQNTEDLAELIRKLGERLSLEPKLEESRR
TRPC6 inhibitor = mouse TRPC6 channel inhibition. HEK293-TRPC6, membrane potential dye, ACh-evoked depolarization; stronger effect = lower value. B-score at 10 µM. 310,000 compounds, 1.1% hits. AID 2553;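 active = B-score under library mean minus 3 SD, initial fluorescence not abnormally high, positive integrated signal ratio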;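 also: B-score derived from integrated fluorescence ratio over the kinetic read; more negative B-score means stronger inhibition of depolarization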
MrgX1 PAM = allosterically activates human MrgX1 receptor signaling | Q96LB2 | MrgX1-HEK293, Fluo-4 calcium flux, FDSS; stronger effect = higher value | B-score at 10 µM | 310,000 compounds, 0.63% hits | AID 588675;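 active = plate-corrected calcium response at least 3 library SD above typical, normal starting fluorescence, not activating the receptor alone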;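 also: compound read alongside a low EC10 to EC30 dose of BAM8-22 agonist; peak minus trough fluorescence over baseline measured at the second addition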
AI-2 QS mod = modulates the Vibrio harveyi AI-2 quorum sensing system; 300,000 compounds, 0.4% hits; AID 2094; Vibrio harveyi JMH597 AI-2 luminescence/OD600 ratio, 9 h; stronger effect = lower value; strain lacks LuxN and CqsS sensors; 0 = neutral-control median; activity change, % at 7.5 µM; in the data active = activity change below about -75%, passing the limit was not always enough; inconclusive = no clear call, values can overlap the other calls;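 also: luminescence divided by OD600 gain over 9 h not by final OD600 alone; inactives centre near 13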
HIF act = HIF pathway transcriptional activation. 300,000 compounds, 0.32% hits. AID 1910. activation, % at 7.5 µM (by protocol). U2OS HRE-luciferase reporter, luminescence; normalized: DMSO 0%, desferrioxamine 100%;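 active = mean activation of at least 10% of the iron chelator positive control signal, with at least half of replicates also reaching 10%; inconclusive = mean and replicate majority disagree about reaching 10%; inactive = mean and most replicates under 10%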
TRPC4 block = TRPC4 (mouse) channel inhibition | Q9QUQ5 | 300,000 compounds, 0.39% hits | HEK293 TRPC4beta/mu-opioid, DAMGO-evoked Fluo4 calcium flux; stronger effect = lower value | B-score at 10 µM;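 active = B-score over 3 SD under the library average, no early fluorescence shift, positive overall ratio signal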
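Assay system – HEK293 line stably carrying TRPC4beta and mu-opioid receptor · Doses – single dose · Detection – Fluo4 calcium-dye fluorescence, kinetic read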
Starred values were filed as active, the others as inactive; i = inactive; ? = inconclusive; . = no result given. A portion of the library; count on the stated rates, not on these rows.

No.	Compound	MrgX1 PAM	PolyA inhibitor	MrgX1 ag	TRPC6 inhibitor	MrgX1 antag	TRPC6 activator	TRPC4 block	AI-2 QS mod	HIF act	TRPC4 agonist	TRPC4 potent
1	CCOc1ccc(NC(=O)CCNS(=O)(=O)c2ccc3c(c2)c(=O)n(C)c(=O)n3C)cc1	i	i	i	i	i	i	i	22.6	0.2	i	i
2	Nc1nnc(SCCOc2ccc(Br)cc2)s1	i	i	i	i	i	i	i	3.2	0.8	i	i
3	CCCCN1C(=O)C(O)=C(C(C)=O)C1c1ccccc1 (stereo not drawn)	i	i	i	i	i	i	i	9.5	0.1	i	i
4	Cn1nc(C(C)(C)C)c(NC(=O)c2ccc(F)cc2)c1C(C)(C)C	i	.	i	i	i	i	i	13.0	-0.1	i	i
5	CC(C)CCn1c(N2CCc3ccccc3C2)nc2c1c(=O)[nH]c(=O)n2C	i	i	i	i	-5.03*	i	i	19.0	0.0	i	i
6	C/C(=N\NC(=O)c1csc2ccccc12)c1ccc(O)cc1	i	i	i	i	i	i	i	25.8	0.8	i	i
7	COC(=O)c1cccc2c1-c1ccccc1/C2=N\NC(N)=O	i	i	i	i	i	i	i	4.8	-1.9	i	i
8	COc1cccc(/C=N/NC(=O)c2ccc(-c3ccccc3)cc2)c1O	i	i	i	i	i	i	i	10.8	47.4*	i	i
9	O=C(O)/C=C/C(=O)Nc1ccc(-c2ccccc2)cc1	i	i	i	i	i	i	i	44.3	-0.5	i	i
10	CC12CCC(C(=O)Nc3nc4ccc(Br)cc4s3)(OC1=O)C2(C)C (stereo not drawn)	16.5*	i	i	i	i	i	i	14.6	1.1	i	i
11	Cc1c(NC(=O)/C=C/C(=O)O)cccc1[N+](=O)[O-]	i	i	i	i	i	i	i	21.6	0.5	i	i
12	O=C(OCc1ccccc1)N1CCc2ccccc21	i	i	i	i	i	i	i	-4.8	2.7	i	i
13	Cc1ccccc1NC(=O)Cn1cccc1	i	i	i	i	i	i	i	23.1	-0.5	i	i
14	O=C(Nc1nccs1)C1CCN(S(=O)(=O)c2cccs2)CC1	i	i	i	i	i	i	i	21.4	0.1	i	i
15	O=C(CSc1nnc(NC(=O)C2CC2)s1)Nc1ccccc1	i	i	i	i	i	i	i	-2.4	0.6	i	i
16	CCOC(=O)N1CCN(C(=O)CN(c2cccc(C(F)(F)F)c2)S(=O)(=O)c2ccccc2)CC1	i	i	i	i	i	i	i	0.5	0.3	i	i
17	COc1ccc(/C=C2\S/C(=N/S(=O)(=O)c3cccs3)NC2=O)cc1	i	i	i	i	i	i	i	68.6	-0.2	i	i
18	O=C(CN(Cc1ccccc1F)S(=O)(=O)c1ccc(Cl)cc1)NCCCO	i	i	i	i	i	i	i	4.8	0.0	i	i
19	O=C(NNC(=O)c1ccc([N+](=O)[O-])o1)c1ccccc1	i	i	i	i	i	i	i	?	0.2	i	i
20	Cc1cc(O)c(/C=N/Nc2ccc(F)cc2)c(=O)o1	i	i	i	i	i	i	i	31.4	-0.2	i	i
21	CC(Sc1nc2ccccc2n1C)C(=O)NC(c1ccccc1)c1ccccc1 (stereo not drawn)	i	i	i	i	i	i	i	21.5	-0.3	i	i
22	O=C(Cn1c(=O)oc2cc(S(=O)(=O)N3CCCC3)ccc21)NC1CCCc2ccccc21 (stereo not drawn)	i	i	i	i	i	i	i	6.0	-0.4	i	i
23	O=C(NCCSc1ccccc1)c1ccccc1F	i	i	i	i	i	i	i	-5.1	2.4	i	i
24	O=C(C1CC1)N1N=C(c2ccccc2)CC1(O)C(F)(F)C(F)(F)F (stereo not drawn)	i	i	i	i	i	i	i	3.8	0.3	i	i
25	COc1ccc(C)cc1-n1nnnc1SC/C(O)=C(\C#N)c1nc2ccccc2[nH]1	i	i	i	i	i	i	i	51.3	-0.1	i	i
26	COc1ccc(OC)c(N2C(N)=NC(N)=NC23CCCC3)c1	i	i	i	i	i	i	i	12.9	-0.3	i	i
27	O=c1c(-c2ccc(Oc3ccccc3)cc2)[n+]([O-])c2ccccc2n1OCc1ccccn1	i	i	i	i	i	i	i	19.1	-0.1	i	i
28	Cc1nccn1CCN(C)Cc1cn(Cc2ccccc2)nc1-c1ccc2c(c1)OCO2	i	i	i	i	i	i	i	-0.5	0.3	i	i
29	CCOC(=O)c1[nH]c2ccccc2c1NC(=O)c1ccc(Br)o1	i	i	i	i	i	i	i	21.5	-0.1	i	i
30	Cc1cc(NC(=NC2CC2)c2ccccc2)n(-c2ccccc2)n1	i	i	i	i	i	i	i	11.2	-0.5	i	i
31	NNS(=O)(=O)c1ccc(Sc2ccccn2)c([N+](=O)[O-])c1	i	i	i	i	i	i	i	13.0	-0.3	i	i
32	O=C(C[n+]1cccc(NC(=O)c2ccccc2)c1)c1ccc(NC(=O)c2ccccc2)cc1	i	i	i	i	i	i	i	29.6	0.0	i	i
33	O=C(/C=C/c1ccccc1)NC(=S)Nc1ncccn1	i	i	i	i	i	i	i	14.6	1.1	i	i
34	Nc1nc2ccc(C(=O)Nc3ccccc3)cc2s1	i	i	i	i	i	i	i	20.3	2.8	i	i
35	COc1ccc(N(CC(=O)NCc2ccco2)C(=O)CCC(=O)Nc2ccccn2)cc1	.	i	.	i	.	i	i	-10.7	1.0	i	i
36	O=[N+]([O-])c1ccccc1S(=O)(=O)n1nnc2ccccc21	i	i	i	i	i	i	i	11.8	-0.3	i	i
37	COc1ccc(N2CCN(C3CCCN(C(=O)CN4CCOC4=O)C3)CC2)cc1 (stereo not drawn)	i	i	i	i	i	i	i	9.8	0.3	i	i
38	Cc1ccc(NC(=O)CSc2nnc(-c3ccncc3)n2C)cc1C	i	i	i	i	i	i	i	-3.4	0.0	i	i
39	COC(=O)N/N=C/c1cc(Cl)c(OCc2ccc(F)cc2)c(OC)c1	i	i	i	i	i	i	i	13.0	-0.4	i	i
40	Cc1ccccc1NC(=S)NNC(=O)c1csc2c1CCC(C)C2 (stereo not drawn)	i	i	i	i	i	i	i	31.3	0.2	i	i
41	COCCNC(=O)/C(C#N)=C/C=C/c1ccccc1	i	i	i	i	i	i	i	15.5	0.4	i	i
42	CCOc1ccc(CCNC(=O)C2CCN(c3nnc(-n4cccc4)s3)CC2)cc1	i	.	i	i	i	i	i	23.9	-0.1	i	i
43	COc1cc2c(C(=O)N3CCN(c4ccccc4F)CC3)cn(C)c(=O)c2cc1OC	i	i	i	i	i	i	i	23.2	0.3	i	i
44	O=C(c1ccco1)N1CCCC(c2nc3c(nnn3Cc3ccc(Cl)cc3Cl)c(=O)[nH]2)C1 (stereo not drawn)	i	i	i	i	i	i	i	17.4	0.3	i	i
45	COc1ccc(CCNc2ncnc3c2nnn3Cc2ccccc2)cc1	i	i	i	i	i	i	i	9.3	0.3	i	i
46	COc1cc(C(=O)OCCN2CCOCC2)cc(OC)c1OC	i	i	i	i	i	i	i	26.2	0.1	i	i
47	CN1CCN(C(c2ccc(C(F)(F)F)cc2)c2cc(Cl)c3cccnc3c2O)CC1 (stereo not drawn)	i	i	i	i	i	i	i	-85.0*	2.8	i	i
48	O=C(c1ccc(N2CCN(C(=O)c3ccccc3)CC2)cc1)c1cccc(F)c1	i	i	i	i	i	i	i	32.1	-0.2	i	i
49	Oc1c(C(c2cccs2)N2CCN(c3cccc(Cl)c3)CC2)sc2ncnn12 (stereo not drawn)	i	.	i	i	i	i	i	11.3	-0.2	i	i
50	O=C(Nc1ccccc1N1CCCCC1)c1ccc(OC(F)F)cc1	i	i	i	i	i	i	i	18.8	-7.0	i	i

More results.
No.	Compound	MrgX1 PAM	PolyA inhibitor	MrgX1 ag	TRPC6 inhibitor	MrgX1 antag	TRPC6 activator	TRPC4 block	AI-2 QS mod	HIF act	TRPC4 agonist	TRPC4 potent
51	CC(=O)c1cnn(-c2cc(Oc3cccc(C)c3)ncn2)c1C	i	i	i	i	i	i	i	17.4	-0.3	i	i
52	O=C(COc1ncnc2sccc12)N1CCN(c2ccccc2)CC1	i	i	i	i	i	i	i	15.8	-0.3	i	i
53	Cc1ccc(CNC(=O)c2ccccc2NS(=O)(=O)c2ccc(Cl)nc2)cc1	i	i	i	i	i	i	i	37.8	-0.2	i	i
54	CCOc1ccc(C(=O)Nc2nnc(S(=O)(=O)N(C)Cc3ccco3)s2)cc1	i	i	i	i	i	i	i	22.8	2.0	i	i
55	O=C(CSc1ncccn1)c1ccccc1Br	i	i	i	i	i	i	i	-7.4	1.2	i	i
56	O=C1CNC(=S)N1CCc1ccccc1Cl	i	i	i	i	i	i	i	-2.7	-0.2	i	i
57	O=[N+]([O-])c1ccc(N2CCN(c3ccc(F)cc3)CC2)cn1	i	i	i	i	i	i	i	18.3	-1.7	i	i
58	O=C(O)c1nnn(-c2cccc(C(F)(F)F)c2)c1-c1ccccc1	i	i	i	i	i	i	i	13.2	4.4	i	i
59	CCOC(=O)c1c(NC(=O)CSc2nccc(=O)[nH]2)sc(C)c1C	i	i	i	i	i	i	i	?	-0.5	i	i
60	OCC1CCCN(C(=S)Nc2ccc(Oc3ccccc3)cc2)C1 (stereo not drawn)	i	i	i	i	i	i	i	12.1	2.5	i	i
61	CN1CCN(c2ccccc2NC(=O)COc2ccc(Br)cc2)CC1	i	i	i	-5.09*	i	i	i	15.8	0.0	i	i
62	Cc1ccc(-c2nc(C)sc2CC(=O)NCc2ccco2)cc1	.	i	.	i	.	i	i	10.8	0.7	i	i
63	O=c1cc(CN2CCOCC2)nc(C2CC2)[nH]1	i	i	i	i	i	i	i	0.4	-0.3	i	i
64	COc1ccc(NS(=O)(=O)c2cc(NC(=O)c3cc(F)c(F)c(F)c3F)ccc2N2CCCC2)cc1	i	i	i	i	i	i	i	20.2	-1.4	i	i
65	CCCOC(=O)CC1C(=O)NCCN1Cc1ccc(F)cc1 (stereo not drawn)	i	i	i	i	i	i	i	38.0	-0.4	i	i
66	COC(=O)c1ccc(CNC(=O)Cn2cnnn2)cc1	i	i	i	i	i	i	i	33.8	-0.5	i	i
